Assay outcomes from PubChem BioAssay.
IMPase Li inh: IMPase inhibition in cells with lithium potentiation; CHO-M1 cells, IP1 TR-FRET (IP-One), carbachol + lithium; Potency, µM (doses to about 59.4 µM), for the others: at the highest dose activity, negative = IMPase inhibition, actives largely listed as inhibitors; hit rate 0.35% among 210,000; AID 1457;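 note: IP1 builds up when IMPase is blocked and the TR-FRET signal falls; potency is the fitted concentration of half-maximal effect; plate controls were basal vehicle for no effect and high inhibitor control for full effect; nearly all actives have a fitted effect of over 50% in size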
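Readout is a homogeneous TR-FRET IP1 immunoassay (Ex 320, Em 665 and 620), where raised cytosolic IP1 lowers signal. Cells were CHO-M1 treated 30 min at 37C with test compounds plus a little lithium; AC50 values came from Hill-equation fitting.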
Lamin A splicing: LMNA splicing modulation | hit rate 0.01% among 200,000 | Potency, µM (highest dose often 46.1 µM), for the others: at the top dose ratio change, negative = inhibition, actives largely listed as inhibitors | HeLa LMNA splicing GFP/RFP minigene ratio, 48 h | AID 1487; active = well fitted inhibition curve with a large enough effect in the signal ratio, with a control signal flat, not every such curve was filed as active; inconclusive = small, poorly fitted or top-dose-only effect, or effect the other way, or a change in a side signal; the % refers to the signal ratio; note: potency is the fitted concentration of half-maximal effect; % is set by controls: 0 for no effect and ±100 for the full control effect
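Read-out is the ratio of GFP to DsRed2 object intensity, acquired by 488 nm laser-scanning cytometry on HeLa lamin A-EGFP minigene reporter cells. Compound incubation 48 hrs at 37 °C in Opti-MEM with 2% FBS; DMSO 0.5% final.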
Epigenetic derep: regulators of epigenetic silencing causing reporter derepression in mouse cells | murine LDR cells, GFP reporter derepression, 30 h | Potency, µM (highest dose often 53.9 µM), for the others: at the highest dose GFP activation, usual class: activators | hit rate 0.2% among 280,000; note: potency is the fitted concentration of half-maximal effect; % of control where 0% means no effect; nearly all actives have a fitted effect of over 60% in size
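Murine LDR cells bearing a silenced CMV-driven GFP reporter were exposed to compound for 30 h at 37 C. After PBS washes, GFP-positive cells (20-120 um objects) counted by laser-scanning microplate cytometry.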
NPSR antag: antagonists of human neuropeptide S receptor cAMP signaling; CHO-NPSR cells, cAMP TR-FRET, antagonist mode; Potency, µM (doses to about 38.3 µM), for inactives: at the highest dose activity change, negative = inhibition, most hits filed as inhibitors; hit rate 1% among 220,000; note: potency is the fitted concentration of half-maximal effect; % is set by controls: 0 for no effect and ±100 for the full control effect; nearly all actives have a fitted effect of over 50% in size; many of its hits are not listed in these tables
Target sequence (Q6W5P4 whole entry, looked up): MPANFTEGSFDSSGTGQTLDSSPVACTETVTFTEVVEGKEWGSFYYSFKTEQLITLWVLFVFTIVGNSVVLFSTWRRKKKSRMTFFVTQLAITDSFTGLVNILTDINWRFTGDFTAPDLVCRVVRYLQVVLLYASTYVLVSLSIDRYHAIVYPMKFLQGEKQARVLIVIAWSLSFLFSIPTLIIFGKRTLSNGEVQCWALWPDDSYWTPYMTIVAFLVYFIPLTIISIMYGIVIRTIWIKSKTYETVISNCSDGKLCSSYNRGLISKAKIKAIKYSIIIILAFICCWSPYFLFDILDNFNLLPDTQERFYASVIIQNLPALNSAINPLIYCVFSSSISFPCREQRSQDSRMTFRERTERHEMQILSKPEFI
HttQ103 aggreg: inhibitors of mutant huntingtin aggregate formation in PC12 cells. Potency, µM (series often up to 46.1 µM), for the others: at the highest dose activity change, negative = inhibition, most hits filed as inhibitors. hit rate 1.1% among 220,000. PC12 HttQ103-GFP aggregates, Acumen cytometry, 40 h; note: potency is the fitted concentration of half-maximal effect; % is set by controls: 0 for no effect and ±100 for the full control effect; nearly all actives have a fitted effect of over 60% in size
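Quantitative HTS on tebufenozide-induced (100 nM) PC12 cells stably expressing polyQ103 Huntingtin exon 1–GFP. Reduction of bright GFP aggregates, detected by laser scanning cytometry after lysis, identified actives across the titration.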
CBFb-RUNX1 inh: inhibitors of human CBF-beta and RUNX1 interaction; AlphaScreen CBFb-His/RUNX1-biotin binding, biochemical; 230,000 tested, under 10 active; AID 1477; Potency, µM (series often up to 59.8 µM), without a hit: top-dose activity, negative = inhibition, hits mostly inhibitors; Q01196+Q13951; note: % of control where 0% means no effect
Target sequence (Q01196 whole entry, looked up): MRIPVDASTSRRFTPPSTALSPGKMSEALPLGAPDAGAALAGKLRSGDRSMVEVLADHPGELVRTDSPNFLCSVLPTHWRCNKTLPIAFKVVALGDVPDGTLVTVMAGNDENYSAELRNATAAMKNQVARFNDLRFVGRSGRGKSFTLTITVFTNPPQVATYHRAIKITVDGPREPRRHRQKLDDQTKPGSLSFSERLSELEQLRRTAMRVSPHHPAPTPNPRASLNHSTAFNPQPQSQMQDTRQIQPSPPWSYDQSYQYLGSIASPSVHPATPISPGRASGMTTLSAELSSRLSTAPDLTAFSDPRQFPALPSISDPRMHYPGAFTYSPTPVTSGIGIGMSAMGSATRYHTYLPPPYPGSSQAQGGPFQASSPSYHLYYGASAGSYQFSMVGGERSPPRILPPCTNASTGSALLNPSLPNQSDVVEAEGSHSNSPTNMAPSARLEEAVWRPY
Target sequence (Q13951 whole entry, looked up): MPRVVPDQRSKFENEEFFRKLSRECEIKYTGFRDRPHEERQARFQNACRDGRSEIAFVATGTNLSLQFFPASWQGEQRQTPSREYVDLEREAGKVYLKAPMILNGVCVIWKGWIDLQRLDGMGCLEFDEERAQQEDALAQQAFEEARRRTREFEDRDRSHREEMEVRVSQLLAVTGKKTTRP
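CBFb-His/RUNX1-biotin, 30 nM each, preincubated 20 min RT; compound 15 min RT; Ni + streptavidin beads 50 ng each, 90 min RT; AlphaScreen read.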
KinaseGlo FLuc: counter-screen: inhibitors of Kinase-Glo firefly luciferase; Q27757; Kinase-Glo luciferase, ATP luminescence, 8 min; Potency, µM (titrated, usually from 38.3 µM), for the others: at the top dose activity change, negative = inhibition, usual class: inhibitors; hit rate 0.28% among 200,000; AID 1379; note: potency is the fitted concentration of half-maximal effect; % is set by controls: 0 for no effect and ±100 for the full control effect; nearly all actives have a fitted effect of over 60% in size
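Inhibition of Kinase-Glo luciferase light generation was assessed at 10 uM ATP in pH 7.2 imidazole buffer, with luminescence measured after eight minutes at ambient temperature.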
Starred values were filed as active, the others as inactive; ? = inconclusive; nt = not tested or not shown; & = joins results of further samples; [ ] = remark or other dose. Unless noted, calls come from the whole dose curve; as a rule, active = well fitted curve in the direction sought with a large enough effect; inconclusive = small, poorly fitted or top-dose-only effect, or another doubt; inactive = no such curve, though single readings can be large; an effect the other way counts as inactive or inconclusive. Not all compounds are listed; rates above refer to the full screens.

| structure | IMPase Li inh | Lamin A splicing | Epigenetic derep | NPSR antag | HttQ103 aggreg | CBFb-RUNX1 inh | KinaseGlo FLuc |
| --- | --- | --- | --- | --- | --- | --- | --- |
| O=C1C2C3c4ccccc4C(c4ccccc43)[C@@H]2C(=O)N1c1nc(-c2ccccc2)cs1 (some centres not stated) | 4% | 0% | 0.1% | 19% | 1% | 1% | -4% |
| Cc1cc[n+](-c2nc3ccccc3nc2[N-]S(=O)(=O)c2cccs2)cc1C | -4% | -13% | 0.0% | 1%[46.1 µM] | 8% | -5% | 4% |
| COC(=O)C1=C(C)NC2=C(C(=O)c3ccccc32)C1c1cccc(OC)c1 (configuration not stated) | nt | nt | -1.0% | -14% | 5%[9.22 µM] | -19% | nt |
| COc1cc(C2SCC(=O)N2c2nnc(C34CC5CC(CC(C5)C3)C4)s2)cc(OC)c1OC (configuration not stated) | -3% | -1% | 0.9% | -7%[46.1 µM] | -10% | -1% | 4% |
| O=C(CNC(=O)c1ccncc1)N/N=C/c1ccc(Br)cc1 | nt | nt | -0.5% | 39% | 7%[9.22 µM] | 2% | nt |
| OCCCn1c(-c2ccccc2)nc(=S)c2c1CCCC2 | ? | 11% | 1.8% | ? | nt | 12% | 0% |
| c1ccc2c(c1)COC(CNC1CCCCC1)OC2 | 9% | ? | -4.7% | -4% | 6%[9.22 µM] | 6% | 1% |
| CC1(C)Cc2nc(-c3ccccc3)nc(NNC(=O)c3ccco3)c2CO1 | nt | nt | -0.1% | 16% | -7%[9.22 µM] | ? | nt |
| OC(CNCc1cccc(Br)c1)c1ccccc1 (configuration not stated) | 0% | -1%[46 µM] | -6.1% | 3% | 23% | -3% | 3% |
| Clc1ccc(-c2nc3cnccn3c2Nc2ccc3c(c2)OCO3)cc1 | 46%[activator][38.3 µM] | ? | -0.8% | 6%[46.1 µM] | 14% | -22% | 3% |
| Cn1c(=O)[nH]c(=O)c2c1nc(NCc1ccco1)n2Cc1ccccc1Cl | 10% | nt | 2.0% | 0% | -6%[9.22 µM] | 3% | -4% |
| COc1ccc(N2CCN(C(=O)c3ccc(NS(=O)(=O)c4cccc(F)c4)cc3)CC2)cc1 | 18%[38.3 µM] | ? | -1.1% | -29%[46.1 µM] | ? | -7% | 4% |
| N#Cc1nc(Cc2ccccc2)oc1NCCCn1ccnc1 | 8%[38.3 µM] | ? | -1.8% | -8%[46.1 µM] | 13% | 0% | 6% |
| O=S(=O)(c1ccc(Br)cc1)N1CCN(c2ccc3nnc(-c4ccccc4)n3n2)CC1 | -6%[38.3 µM] | 3% | -3.6% | -9%[46.1 µM] | 13% | -4% | -1% |
| CC(Oc1cccc(NC(=O)c2cccs2)c1)C(=O)c1ccccc1 (configuration not stated) | 9% | ? | -0.2% | -20% | 23%[9.22 µM] | 8% | -1% |
| COc1cc(C)ccc1OCCOCCN(C)Cc1ccccc1 | 4% | -2% | -1.9% | 4% | -8% | 7% | 0% |
| COc1ccccc1/C=C/C=N/NC(=O)c1cccs1 | nt | nt | 2.5% | 41% | -3%[9.22 µM] | 2% | nt |
| COc1cc(C(C[N+](=O)[O-])c2c(C)[nH]c3ccccc23)ccc1O (configuration not stated) | 3% | ? | 1.1% | -15% | 15% | -12% | -1% |
| CCOC(=O)N1CCC(NC(=O)CS(=O)(=O)Cc2nc(-c3cccc(OC)c3)oc2C)CC1 | -8%[38.3 µM] | -6% | 1.9% | -2%[46.1 µM] | -8% | -1% | -1% |
| CCN(CC)C(=O)CSc1nnc(CCNC(=O)OC(C)(C)C)o1 | 8%[38.3 µM] | 11% | 1.5% | 10%[46.1 µM] | 21% | -8% | -2% |
| Cc1sc(NC(=O)c2cc(-c3ccccc3)nc3ccccc23)c(C(N)=O)c1C | 10% | ? | 7.2% | -1% | -3% | -3% | 1% |
| COc1cc(OC)cc(C(=O)N/N=C/c2ccc(OC)c(COc3ccc4ccccc4c3)c2)c1 | 13%[38.3 µM] | 14% | 4.7% | -12%[46.1 µM] | -1% | -8% | -2% |
| CCOC(=O)c1c(NC(=O)c2cc(C)oc2C)sc(C(=O)Nc2ccc(Cl)cc2)c1C | 2%[38.3 µM] | -9% | 0.0% | -9%[46.1 µM] | 9% | 3% | -2% |
| COc1ccc(N2CCN(CCCNC(=O)CCCn3c(=O)[nH]c4ccsc4c3=O)CC2)cc1 | 8%[38.3 µM] | 3%[0.0737 µM] | -0.9% | -6%[46.1 µM] | 12% | -1% | 0% |
| O=C(O)c1cccc(Cn2cccn2)c1 | 1%[38.3 µM] | -1% | -0.9% | 1%[46.1 µM] | ? | 1% | 1% |
| CCOC(=O)c1ccc([N+](=O)[O-])cc1NC(C)=O | 3% | 5% | -1.8% | 17% | -6% | -5% | 0% |
| NC(=O)COC(=O)C(Cc1ccccc1)NS(=O)(=O)c1ccccc1F (configuration not stated) | 6%[38.3 µM] | 4% | 1.7% | -12%[46.1 µM] | 6% | 2% | 2% |
| COc1c(C)cc(S(=O)(=O)NC2CC(C)(C)NC(C)(C)C2)c(C)c1C | 1% | -10% | -2.2% | 3%[46.1 µM] | 5% | 4% | 5% |
| Cc1[nH]n(-c2ccc(Cl)cc2)c(=O)c1/C=N/n1c(C)nc2ccccc2c1=O | 2% | ? | 0.0% | -9%[46.1 µM] | ? | 0% | -17% |
| CC(C)(C)c1cc(C(=O)N/N=C/c2ccco2)n[nH]1 | 0% | -6% | 1.3% | -8%[46.1 µM] | 7% | 3% | -1% |
| CC(c1ccncn1)N(C)Cc1nc(Cc2ccccc2F)no1 (configuration not stated) | 4% | -7%[46 µM] | -0.4% | -6% | -6%[9.22 µM] | -2% | -1% |
| CCc1c(C(=O)N/N=C/c2cn[nH]c2-c2ccc(F)cc2)csc1C | -6% | ? | 15% | -15% | -15% | -14% | -1% |
| Nc1ccc(O)c(C(=O)O)c1 | 0%&13% | ? | -0.3%[16.9 µM] | nt | 4% | nt | -4%[17.1 µM] |
| Nc1nc(NCC2CCCO2)nc(Nc2cccc(Cl)c2)c1[N+](=O)[O-] (configuration not stated) | nt | nt | 0.0% | 30%[7.67 µM] | -7%[9.22 µM] | -6% | nt |
| CCOC(=O)N1CCN(CC(O)COc2ccccc2C(C)(C)C)CC1 (configuration not stated) | 4% | -11% | -1.3% | -11% | -3% | 9% | -4% |
| CCN=C1SC(CC(=O)NC(C)C)C(=O)N1CC (configuration not stated) | 28%[38.3 µM] | -5% | -1.0% | 3%[46.1 µM] | 19% | 1% | 0% |
| CC(/C=N/n1c(-c2cccnc2)n[nH]c1=S)=C\c1ccco1 | nt | nt | 1.1% | -24% | 5%[9.22 µM] | -14% | nt |
| C#CCOCCOCCOCCNc1nc(N2CCN(C(=O)C([C@@H](C)CC)n3cc(C(N)CC(C)C)nn3)CC2)nc(N2CCN(C(=O)[C@H](CCC(=O)O)n3cc(C(N)[C@H](C)CC)nn3)CC2)n1 (some centres not stated) | 2% | nt | 0.8% | -14% | -9%[9.22 µM] | 3% | nt |
| CCN(CC)C(=O)CN(c1cccc(C(F)(F)F)c1)S(C)(=O)=O | 14%[38.3 µM] | -2% | 0.0% | -8%[46.1 µM] | 1% | 6% | -3% |
| CN1CCN(C(=O)c2cc3c(s2)-c2ccccc2S(=O)(=O)C3)CC1 | 35%[activator][38.3 µM] | -16% | -0.8% | -4%[46.1 µM] | 8% | -2% | 3% |

Sorted by the number under Epigenetic derep (lowest first): 3 from the list above.
canonical_smiles,IMPase Li inh,Lamin A splicing,Epigenetic derep,NPSR antag,HttQ103 aggreg,CBFb-RUNX1 inh
CCN=C1SC(CC(=O)NC(C)C)C(=O)N1CC (configuration not stated),28%[38.3 µM],-5%,-1.0%,3%[46.1 µM],19%,1%
Nc1nc(NCC2CCCO2)nc(Nc2cccc(Cl)c2)c1[N+](=O)[O-] (configuration not stated),nt,nt,0.0%,30%[7.67 µM],-7%[9.22 µM],-6%
CC(/C=N/n1c(-c2cccnc2)n[nH]c1=S)=C\c1ccco1,nt,nt,1.1%,-24%,5%[9.22 µM],-14%

(listing goes on)
| structure | IMPase Li inh | Lamin A splicing | Epigenetic derep | NPSR antag | HttQ103 aggreg | CBFb-RUNX1 inh | KinaseGlo FLuc |
| --- | --- | --- | --- | --- | --- | --- | --- |
| CCCCNC(=O)C(=O)NCc1ccncc1 | nt | nt | 0.1% | 9% | 8%[9.22 µM] | 8% | nt |
| Cn1c(=O)c(S(=O)(=O)C(C)(C)C)c(O)c2ccccc21 | 3% | -6% | -0.9% | 5% | 9% | 6% | 0% |
| O=C(c1ccccn1)c1ncc(C(F)(F)F)cc1Cl | -7%[38.3 µM] | -7% | -1.1% | -8%[46.1 µM] | -14% | 3% | 0% |
| COc1ccccc1Oc1coc2c(CN(C)C)c(O)ccc2c1=O | -25%[38.3 µM] | 15%[0.0737 µM] | -0.9% | 16%[46.1 µM] | -1% | 1% | -3% |
| CC(C)OC(=O)CC(=O)CSc1nc2c(c(-c3cccs3)c1C#N)CCC2 | 1% | -2% | 0.0% | -54% | 11µM* | -1% | 1% |
| Cc1ccc(C(=O)Oc2ccccc2N2C(=O)C3C4CCC(C4)C3C2=O)cc1 (configuration not stated) | -2% | 2% | -1.0% | -6% | 8% | 0% | -1% |
| O=C(NN1C(=O)c2ccccc2C1=O)C1C2CCCCC21 (configuration not stated) | -1% | ? | 1.5% | -16% | -15% | -5% | -2% |
| CC(C)CNC(=O)c1ccccc1NC(=O)c1ccc(CSc2ccccc2)cc1 | 16% | -9% | 0.0% | -3%[46.1 µM] | -28% | 18% | 0% |
| CCOc1cccc(-c2nnc3sc(-c4ccco4)nn23)c1 | 1%[38.3 µM] | -4% | 5.2% | 5%[7.67 µM] | -14% | -1% | -1% |
| Cc1ccccc1C([O-])=Nc1ccc[n+](-c2nc3ccccc3nc2NS(=O)(=O)c2ccccc2)c1 | nt | nt | -1.3% | 12% | 0%[9.22 µM] | -16% | nt |
| CCCc1nc(SCC(=O)Nc2nnc(SCC)s2)c2c(=O)n(C)c(=O)n(C)c2n1 | 8% | nt | 1.1% | 5% | -9%[9.22 µM] | 11% | nt |
| CC1CCc2cc(F)ccc2N1C(=O)CSc1nnc(-c2cccs2)n1C (configuration not stated) | nt | 2% | -0.1% | -15%[46.1 µM] | 6% | -6% | nt |
| O=C(O)c1sccc1S(=O)(=O)Nc1ccc(Cl)cc1 | 0% | nt | 0.2% | nt | nt | 5% | 0% |
| COc1cc2c(C(=O)NCCN(C)C)cn(CC(C)C)c(=O)c2cc1OC | nt | nt | -1.1% | 9% | 11%[9.22 µM] | 8% | nt |
| Nc1nc(SCC(=O)Nc2ncc(C(F)(F)F)cc2Cl)n[nH]1 | -3% | nt | 4.9% | 13% | 10% | -6% | 4% |
